# TAG inh: triacylglycerol accumulation inhibition; 0.66% of 230,000 active; H9c2 cells, Nile Red lipid (TAG) fluorescence; cells loaded with 200 µM oleic acid; AID 651582; inhibition, % at 12.5 µM;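 active = pattern-corrected inhibition of lipid staining of at least 50% with the nuclear-stain viability signal not falling by more than 50%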;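 also: 0% = DMSO wells and 100% = triacsin C control wells; some results filed as inactive read as strong as hits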
# TAG inh DAPI viability: second read-out of TAG inh, no call of its own (marks repeat the call); DAPI nuclei signal change (viability), lower = more cytotoxic, %;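 whole-well DAPI fluorescence read on a plate reader as a viability signal; minus 50 percent equals half of cells still viable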
# Active calls of the source: *; & = joins results of further samples. The list is partial; count on the stated rates, not on these rows.
SMILES,TAG inh,TAG inh DAPI viability
COc1ccc(C(CC(=O)O)NC(=O)Cc2ccccc2)cc1 (configuration not stated),7,-7
O=C(NCc1ccccc1C(F)(F)F)c1cccc2c1C(=O)c1ccc(N3CCCCC3)cc1S2(=O)=O,-40,-5
CCOC(=O)C1CCCN(C(=O)Cn2nc(CC)n3c(cc4sccc43)c2=O)C1 (configuration not stated),-2,-11
Cc1ccc(OCc2nc(-c3cccs3)no2)c([N+](=O)[O-])c1,-6,-5
CC(C)(C)c1cc(N)n2nc(C(C)(C)C)cc2n1,-1,-2
CCOc1ccc(S(=O)(=O)N/N=C(\C)c2ccc(OC)cc2OC)cc1,-1,-5
N#Cc1cc2nc(O)c(O)nc2cc1[N+](=O)[O-],-13,-4
CN(Cc1cnc2nc(N)nc(N)c2n1)c1ccc(C(=O)N[C@@H](CCC(=O)O)C(=O)O)cc1,18&-1,-16&7
Cc1ccc(SCCC(=O)NCc2ccncc2)cc1,14,3
CCOC(=O)C1=C(C)NC(SCC(N)=O)=C(C#N)C1c1cccs1 (configuration not stated),0,7
Cc1cc(C)nc(N2C(=O)CC(C(=O)O)NC2=NCCc2c[nH]c3ccccc23)n1 (configuration not stated),-8,7
CCOC(=O)Cc1nc(-c2cccc(C(F)(F)F)c2)no1,-14,1
CCN1CCN(c2ccc(S(=O)(=O)N3CCCCC3)cc2NC(=O)/C=C/c2ccc([N+](=O)[O-])cc2)CC1,-4,-11
Fc1ccc(Nc2nc(N3CCOCC3)c3ccccc3n2)cc1,2,0
O=S(=O)(c1ccc(Cl)cc1)N1CCN(C(=S)Nc2ccccc2F)CC1,-10,3
CCN1CCN(C(c2cccnc2)c2c(NC(=O)c3ccco3)sc(C)c2C)CC1 (configuration not stated),12,-4
O=C(NCCCn1ccnc1)/C(=C/c1cccs1)NC(=O)c1ccco1,0,-14
O=C(NNS(=O)(=O)c1ccc2ccccc2c1)C1CCN(Cc2ccccc2)CC1,28,-6
CCOc1ccc(Oc2ccc(C(F)(F)F)cc2NC(=O)C2=COCCO2)cc1,-22,30
Cc1ccc(C)c(NC(=O)CC2Sc3ccccc3NC2=O)c1 (configuration not stated),0,1
Brc1ccc(-c2nnc(-c3ccco3)o2)cc1,17,-3
CCCSc1nnc(NC(=O)Nc2ccc(C)cc2)s1,-8,1
O=C(NCc1ccc(Cl)cc1Cl)Nc1nc([C@@H]2O[C@H](CO)[C@@H](O)[C@H](O)[C@H]2O)cs1,2,-6
CCN=c1scc(-c2ccc3c(c2)NC(=O)CO3)n1N=C1CCCC1,-19,8
CCn1c(SCC(=O)NCc2ccc3c(c2)OCO3)nnc1-c1ccncc1,10,-13
C=CCOc1cccc(CNCc2ccncc2)c1,-18,-2
CCOC(=O)C[C@H]1c2cc(F)ccc2S(=O)(=O)N1c1ccccc1,-7,-3
COc1ccccc1N1CC(C(=O)Nc2ccc(C)c(S(=O)(=O)N3CCOCC3)c2)CC1=O (configuration not stated),8,-2
COc1ccc(S(=O)(=O)N2CCCCC2)cc1NC(=O)c1cccc(S(=O)(=O)N2CC(C)OC(C)C2)c1 (configuration not stated),-34,-1
Cc1nc(SCc2nc3ccc(C(=O)c4ccccc4)cc3[nH]2)c2oc3ccccc3c2n1,12,-11
O=C1NC(c2ccccc2)(C(F)(F)F)C(=O)N1Cc1cccnc1 (configuration not stated),-32,4
CCOc1ccc(NC(=S)N2CCN(C/C=C/c3ccccc3)CC2)cc1,-2,4
Nc1nc(N)nc(-c2cc(O)ccc2O)n1,-3,8
O=C(CN1CCCCC1)Nc1cccc(Cl)c1Cl,6,6
CCCCN=CC1=C(O)CC(c2ccccc2)CC1=O (configuration not stated),-2,12
CN1C(=O)N(CC(=O)Nc2cccc(S(=O)(=O)N(C)c3ccccc3)c2)C(=O)C12CCCCC2,-48,-3
CCC(=O)c1ccc(OCC(O)CNCc2ccc(F)cc2)cc1 (configuration not stated),3,11
O=C(C1=C(O)C(=O)N(CCc2ccccc2)C1c1cccnc1)c1ccco1 (configuration not stated),-7,9
CCCCN(CC)CCCNC(=O)C1CCN(c2ncnc3c2sc2cccc(F)c23)CC1,37,27
CCCN(CCC)S(=O)(=O)c1ccc(NC(=O)c2cc(C(=O)OC)cc([N+](=O)[O-])c2)cc1,18,8
O=C(CN1CCN(Cc2ccccc2Cl)CC1)N/N=C/c1cccs1,5,-5
COc1cccc(/C=C/c2nc3c(cnn3-c3ccccc3)c(=O)[nH]2)c1,18,55
CC1CC(=O)c2cc(-c3ccccc3)oc2C1 (configuration not stated),5,-7
COc1ccc(C2CC(=O)c3cnn(-c4nc(C)cc(C)n4)c3C2)cc1OC (configuration not stated),-9,-4
S=C(NCCCN1CCOCC1)Nc1ccc(Cl)c(Cl)c1,2,8
Cc1ccc(OCc2nnc(SCC(=O)NC3CCCCC3)n2C)cc1,3,10
Cc1n[nH]c(=O)nc1N/N=C/c1cccs1,4,-6
Cc1c(Cl)cccc1NC(=O)Cn1nnc(C(=O)NCc2cccs2)c1N,-7,17
CN1OC[C@@H]2CN(C(=O)Cc3ccccc3)[C@H](c3ccccc3Br)C[C@@H]21,-3,6
Cn1c(=O)c2cc(NC(=O)NCc3ccc(F)cc3)ccc2n1C/C=C/c1ccccc1,-26,-4
COc1ccc(-c2ccc(-c3noc(C(C)C)n3)c(OC)n2)cc1,-23,20
COc1cccc(N(CC(=O)NCC2CCCO2)C(=O)CCC(=O)Nc2nccs2)c1 (configuration not stated),-4,3
Cc1cnc(NC(=O)c2cc(S(=O)(=O)N(C)C)ccc2N2CCCC2)s1,-1,-2
CCC(NC(=O)Cc1cccs1)c1ccccc1 (configuration not stated),-20,2
O=C(CN1C(=O)C2CCCCC2C1=O)N1CCN(c2ncccn2)CC1 (configuration not stated),4,1
COc1ccc(CNCCSc2nnnn2C)c(OC)c1OC,-17,2
CCc1nc2c(OCCC3CCCCC3)cccn2c1N(C)C(=O)c1ccccc1F,9,-12
Cn1c(=O)c2c(nc(NCc3cccnc3)n2Cc2cccc(C(F)(F)F)c2)n(C)c1=O,12,-8
O=[N+]([O-])c1cccc2c(Cl)ccnc12,-7,20
CN(C)/C=C1\SC(=S)N(c2ccc(F)cc2)C1=O,-5,2
# (cont.)
SMILES,TAG inh,TAG inh DAPI viability
COc1ccc(O)c(C(=O)c2cnc3onc(C)c3c2)c1,-4,29
CC12CCC(C(=O)NCc3ccccc3Cl)(OC1=O)C2(C)C (configuration not stated),12,-8
CCN(C(=O)CSc1nnnn1-c1cc(C)ccc1OC)C1CCS(=O)(=O)C1 (configuration not stated),-3,5
CC(CCc1ccco1)NC(=O)c1cc2c(-c3ccccc3F)nn(C)c2s1 (configuration not stated),7,-4
O=C(Nc1cccc(Cl)c1)OCCOc1ccccc1,-9,-3
CC1=C(C#N)CCC(=O)N1Cc1c(F)cccc1Cl,-7,-3
CC(=O)N1CCN(S(=O)(=O)c2cccc(C(=O)NCCC3=CCCCC3)c2)CC1,12,0
CCOC(=O)N1CCN(S(=O)(=O)c2ccc([N+](=O)[O-])cc2)CC1,5,4
CCc1ccc(NC(=S)N2CCCC2)cc1,-3,4
CCCCCCC(=O)Nc1ccc(Br)cn1,-9,13
O=C(CSc1nnc(-c2cccc(S(=O)(=O)N3CCCCC3)c2)o1)NCCC1=CCCCC1,-5,13
CCOC(=O)C(=CNc1ccc(S(N)(=O)=O)cc1)C(=O)OCC,-5,-2
NS(=O)(=O)c1cccc(NC(=O)CCc2ccc(S(=O)(=O)N3CCOCC3)cc2)c1,7,-5
COc1ccc(C(=O)COC(=O)COc2cc(C)cc(C)c2)cc1,0,3
O=C(Nc1cccc(S(=O)(=O)NC2=NCCC2)c1)c1cc(Cl)ccc1[N+](=O)[O-],-6,0
COc1ccc(S(=O)(=O)N2CCCOC2CNC(=O)C(=O)NCCO)cc1 (configuration not stated),-14,8
Cc1ccc(C(=O)OCC(=O)N(CCc2ccccc2)Cc2ccccc2)cc1S(=O)(=O)N1CCOCC1,-12,-6
CCCc1[nH]nc2c1C(c1ccncc1)C(C#N)=C(N)O2 (configuration not stated),2,-1
CCCS(=O)(=O)NC(=O)C1(C)CCCN(C(=O)c2ccc(OC)cc2OC)C1 (configuration not stated),-5,8
CN(C)c1ccc(C(=O)C(O)c2ccccc2)cc1 (configuration not stated),-6,-13

# Random excerpt: 7 records from the list
SMILES,TAG inh,TAG inh DAPI viability
COc1ccc(O)c(C(=O)c2cnc3onc(C)c3c2)c1,-4,29
CC12CCC(C(=O)NCc3ccccc3Cl)(OC1=O)C2(C)C (configuration not stated),12,-8
O=C(CSc1nnc(-c2cccc(S(=O)(=O)N3CCCCC3)c2)o1)NCCC1=CCCCC1,-5,13
CCN(C(=O)CSc1nnnn1-c1cc(C)ccc1OC)C1CCS(=O)(=O)C1 (configuration not stated),-3,5
CC(CCc1ccco1)NC(=O)c1cc2c(-c3ccccc3F)nn(C)c2s1 (configuration not stated),7,-4
CCCc1[nH]nc2c1C(c1ccncc1)C(C#N)=C(N)O2 (configuration not stated),2,-1
CC1=C(C#N)CCC(=O)N1Cc1c(F)cccc1Cl,-7,-3

# For reference, some entries already given:
SMILES,TAG inh,TAG inh DAPI viability
CCCS(=O)(=O)NC(=O)C1(C)CCCN(C(=O)c2ccc(OC)cc2OC)C1 (configuration not stated),-5,8
CN(C)c1ccc(C(=O)C(O)c2ccccc2)cc1 (configuration not stated),-6,-13

# The main list resumes with the 6 entries that preceded the break.
SMILES,TAG inh,TAG inh DAPI viability
O=C(Nc1cccc(S(=O)(=O)NC2=NCCC2)c1)c1cc(Cl)ccc1[N+](=O)[O-],-6,0
COc1ccc(S(=O)(=O)N2CCCOC2CNC(=O)C(=O)NCCO)cc1 (configuration not stated),-14,8
Cc1ccc(C(=O)OCC(=O)N(CCc2ccccc2)Cc2ccccc2)cc1S(=O)(=O)N1CCOCC1,-12,-6
CCCc1[nH]nc2c1C(c1ccncc1)C(C#N)=C(N)O2 (configuration not stated),2,-1
CCCS(=O)(=O)NC(=O)C1(C)CCCN(C(=O)c2ccc(OC)cc2OC)C1 (configuration not stated),-5,8
CN(C)c1ccc(C(=O)C(O)c2ccccc2)cc1 (configuration not stated),-6,-13
CCOC(=O)N1CCN(C(=O)C2CC(=O)N(c3ccccc3)C2)CC1 (configuration not stated),2,-6
O=C(Nc1ccc(N2CCN(C(=O)c3cccs3)CC2)c(Cl)c1)c1cccnc1,1,-6
CN=c1sc2c(n1C)C(=O)c1ccccc1C2=O,-6,16
Brc1cccc(CNc2nc3ccccc3n2CCN2CCCCC2)c1,-10,20
CC(C(=O)Nc1ccc2c(c1)OCCO2)N(c1ccccc1)S(C)(=O)=O (configuration not stated),10,-3
CCn1nccc1NC(=O)c1csc([C@@H]2O[C@H](CO)[C@H](O)[C@H](O)[C@H]2O)n1,-11,0
Cc1nnc(SCCn2c(Br)nc3c2c(=O)n(C)c(=O)n3C)s1,-3,1
COCCN=c1scc(-c2cccs2)n1/N=C(\C)c1ccco1,-5,11
CC(C)OC(=O)c1ccc(NC(=O)c2cncc(Br)c2)cc1,-14,1
O=C1CCC(/C=C/c2ccccc2)=NN1,5,-10
CCOc1ccc(N(CC(=O)Nc2cccnc2)S(=O)(=O)c2ccc(C)cc2)cc1,-22,7
Nc1nc(SCC(=O)Nc2c(Br)cc([N+](=O)[O-])cc2Br)n[nH]1,-15,5
Cc1ccc(CSCC(=O)NCc2ccc(F)cc2)cc1,-13,7
CN1C[C@@H](CO)O[C@@H](n2cnc3c(N4CCOCC4)ncnc32)C1,15,-11
O=C(Nc1ccc(OCCO)cc1)c1csc([C@H]2C[C@H](O)[C@@H](CO)O2)n1,-20,20
Cc1ccc(NC(=O)Nc2cccs2)nc1,12,-9
CN(C1CCCCC1)S(=O)(=O)c1ccc(NC(=O)c2ccc(Br)o2)cc1,-7,-8
Cc1ccc(S(=O)(=O)NC(=O)Cn2nnc(-c3ccccc3)c2COc2ccc3ccccc3c2)cc1,1,-7
CCCCCCN1C[C@@H](O)[C@H](n2cc(-c3ccc(F)cc3)nn2)C[C@@H]1c1ccccc1,1,1
Cc1ccc(S(=O)(=O)N2CCN(CC(=O)N/N=C\c3ccc(O)c(O)c3)CC2)cc1,10,-8
O=S(=O)(Cc1cc(Cl)nc(-c2cccnc2)n1)c1ccccc1,-5,-4
O=C(COC(=O)CCNS(=O)(=O)c1ccc2c(c1)OCCO2)NC1CCCc2ccccc21 (configuration not stated),4,3
COc1ccc(/C=N/Nc2nc(C)cc(-c3ccccc3)n2)cc1OC,6,-5
CCOc1ccc2[nH]c(=O)c(CN(Cc3nnnn3Cc3ccco3)C3CCCCC3)cc2c1,-5,4
CCc1nc2c(OCc3ccc(OC(F)F)cc3)cccn2c1N(C)C(=O)c1cccs1,-2,-6
CC(=O)Nc1ccc(NC(=O)C(C)OC(=O)CSc2ccc(Br)cc2C)cc1 (configuration not stated),-18,0
Cc1ccccc1N1C(=O)c2cc(S(N)(=O)=O)c(Cl)cc2NC1C (configuration not stated),-17,2
CCOC(=O)c1c(C)c(/C=N/Nc2ccccc2)n(C)c1C,-1,22
CC(=O)c1cccc(NC(=O)COC(=O)COc2ccccc2C)c1,-17,13
CSc1nc(NC(C)(C)C)nc(N2CCOCC2)n1,11,-5
Cn1c(N2CCCCC2)cc(=O)n(C)c1=O,-11,3

# Source: PubChem BioAssay
